Mot1-301 SUMO: yeast Mot1-301 growth rescue at high temperature, primary screen, SUMOylation pathway inhibitor project, S. cerevisiae, ATP luminescence, 38.5C. S. cerevisiae Mot1-301 growth rescue; percent above DMSO median, 100 means doubled. growth rescue, % at 18.8 µM. 320,000 tested, 1% active;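 active = every valid replicate shows activation above 250% relative to neutral control wells; inactive = the rest, any valid replicate at or below 250%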;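 also: OY570 slx delta 5 strain wells were the positive control but not used for scaling; some compounds called inactive have numbers as strong as hits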
Cardiac RTF inh: cardiac RTF calcium sensitivity inhibitors, primary screen, biochemical, IANBD-TnC fluorescence, EC70 calcium. inhibition, % at 7.15 µM. 340,000 tested, 0.12% active. IANBD-labeled cardiac RTF, Ca2+ fluorescence. Troponin I, cardiac muscle (Homo sapiens) + Troponin T, cardiac muscle (Homo sapiens) + …;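 active = inhibition above the mean inhibition of all tested compounds plus 3 SD, cut at about 17% in these data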;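 also: assay run at fixed EC70 calcium of 1.6 mM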
dFosB activator: activators of delta FosB homodimer, primary screen, biochemical, fluorescence polarization, TAMRA-CDK5 oligo, single point; Protein FosB (Mus musculus), P13346; purified delta FosB; percent of positive-control signal above neutral wells; activation, % at 25 µM; 340,000 tested, 0.99% active; AID 493131, 2011;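 active = mean activation above about 17%, with every replicate also reaching it, limit read from the data, passing the limit was not always enough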;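 also: fluorescence polarization rise as delta FosB binds a TAMRA Cdk5 AP-1 oligo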
PvdQ inh: P. aeruginosa PvdQ acylase inhibitors, primary screen, biochemical, fluorescence, plate reader and imaging, single point | PvdQ acylase [Pseudomonas aeruginosa LESB58] | inhibition, % at 10 µM | 340,000 tested, 0.063% active | purified PvdQ acylase | AID 488965, 2010; in the data active = inhibition above about 30%, passing the limit was not always enough;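 also: 0% = vehicle neutral wells and 100% = reference inhibitor wells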
CDK5 inh: inhibitors of human CDK5/p35 kinase, primary screen, biochemical, single concentration. Cyclin-dependent kinase 5 (Homo sapiens) + Cyclin-dependent kinase 5 activator 1 (Homo …. Recombinant CDK5/p35, ADP-Glo luminescence, 60 min. inhibition, % at 10 µM. 330,000 tested, 0.01% active. AID 488839, 2010;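 active = highest replicate inhibition of at least 50% and at least 75% of replicates reaching 50%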;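 also: plate controls were DMSO neutral control for no effect and GW8510 at 10 µM for full effect; many of its hits are not listed in these tables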
Target sequence (Q00535 whole entry, looked up): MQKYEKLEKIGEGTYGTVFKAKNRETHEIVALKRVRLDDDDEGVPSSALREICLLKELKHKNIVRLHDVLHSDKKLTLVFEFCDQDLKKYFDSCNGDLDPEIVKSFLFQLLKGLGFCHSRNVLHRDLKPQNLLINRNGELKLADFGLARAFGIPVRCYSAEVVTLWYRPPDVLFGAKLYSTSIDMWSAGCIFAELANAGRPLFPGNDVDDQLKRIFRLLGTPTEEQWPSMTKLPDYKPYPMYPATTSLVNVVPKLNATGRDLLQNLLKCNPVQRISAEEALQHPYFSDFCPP
Target sequence (Q15078 whole entry, looked up): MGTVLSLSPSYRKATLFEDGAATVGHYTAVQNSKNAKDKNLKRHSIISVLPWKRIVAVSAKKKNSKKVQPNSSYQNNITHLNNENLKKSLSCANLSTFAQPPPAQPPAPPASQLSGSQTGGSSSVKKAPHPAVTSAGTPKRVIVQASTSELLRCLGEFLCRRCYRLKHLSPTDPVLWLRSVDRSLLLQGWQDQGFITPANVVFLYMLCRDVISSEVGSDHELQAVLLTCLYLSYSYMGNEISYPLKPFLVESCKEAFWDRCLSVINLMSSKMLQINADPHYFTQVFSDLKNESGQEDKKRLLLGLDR
NSD2 HMT inh: NSD2 histone methyltransferase inhibitors, primary screen, biochemical, AlphaScreen, single concentration, set 2. inhibition, % at 12.5 µM. 310,000 tested, 0.54% active. NSD2 peptide methylation, 120 min. Histone-lysine N-methyltransferase NSD2 (Homo sapiens), O96028; in the data active = inhibition above about 50%
cardiac RTF act: cardiac RTF calcium sensitivity activators, primary screen, biochemical, IANBD-TnC fluorescence, EC20 calcium; AID 493008, 2010; IANBD-labeled TnC RTF fluorescence at EC20 calcium; 0% EC20 calcium, 100% full calcium; 340,000 tested, 0.24% active; activation, % at 7.2 µM;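 active = activation above the mean over all tested compounds plus 3 SD, cut at about 30% in these data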;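 also: rise in fluorescence read as greater calcium sensitivity of cardiac thin filaments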
LANA DNA inh: inhibitors of KSHV C-LANA binding to DNA, primary screen, biochemical, fluorescence polarization, FAM-LBS DNA, MBP-C-LANA, single point | inhibition, % at 9 µM | AID 504423, 2011 | 340,000 tested, 0.078% active | Kaposi's sarcoma herpesvirus LANA C-terminal domain (residues 932-1162) DNA binding;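 active = highest replicate inhibition at or above 60% at 9 µM, even if other replicates fall short; inactive = all replicates below 60% inhibition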;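 also: 0% = neutral control wells and 100% = 4 µM acridine orange control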
Rtt109 HAT inh: inhibitors of C. albicans Rtt109/Vps75 HAT, primary screen, biochemical, ThioGlo CoA-SH fluorescence, plate reader; AID 540336, 2011; inhibition, % at 34.9 µM; Histone acetyltransferase RTT109 (Candida albicans (strain SC5314 / ATCC MYA-2876)), …; purified Rtt109/Vps75, 4 h; 330,000 tested, 0.16% active;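 active = inhibition of at least 50% in every replicate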
Target sequence (Q5AAJ8 whole entry, looked up): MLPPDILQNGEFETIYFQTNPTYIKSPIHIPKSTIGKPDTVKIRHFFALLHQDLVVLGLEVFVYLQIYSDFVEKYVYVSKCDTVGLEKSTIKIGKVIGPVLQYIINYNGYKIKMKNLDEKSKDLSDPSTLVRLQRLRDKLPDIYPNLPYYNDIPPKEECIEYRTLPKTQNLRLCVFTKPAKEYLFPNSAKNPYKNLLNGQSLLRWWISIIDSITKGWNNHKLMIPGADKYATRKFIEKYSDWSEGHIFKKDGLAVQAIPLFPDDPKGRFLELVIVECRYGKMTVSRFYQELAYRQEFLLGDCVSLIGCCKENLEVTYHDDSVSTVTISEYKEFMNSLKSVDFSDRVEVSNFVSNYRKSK
Keap1-Nrf2 PPI: Keap1-Nrf2 protein-protein interaction inhibitors, primary screen, biochemical, fluorescence polarization, single point; Kelch-like ECH-associated protein 1 (Homo sapiens), Q14145; Keap1 Kelch-Nrf2 peptide fluorescence polarization, 1536-well; inhibition, % at 9.4 µM; 340,000 tested, 0.15% active; AID 504523, 2011; in the data active = inhibition above about 12%;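 also: human Keap1 Kelch domain with fluorescein labeled Nrf2 9mer peptide probe; 0% = neutral control wells and 100% = peptide positive control; higher means more block of Keap1 binding to Nrf2 peptide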
PfHsp90 set2: growth inhibition of PfHsp90-expressing yeast, primary screen, antimalarial PfHsp90 inhibitor project, S. cerevisiae, BacTiter-Glo luminescence, single point, set 2 | inhibition, % at 9.4 µM | BacTiter-Glo ATP, 48 h; yeast lacking PDR1 and PDR3 efflux regulators | 310,000 tested, 0.32% active;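 active = every replicate shows inhibition above about 80%, whatever the replicate mean, limit read from the data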;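 also: 0% = DMSO neutral controls and 100% = 20 µM radicicol positive controls; yeast relying on Plasmodium falciparum Hsp90 in place of its own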
Active calls of the source: *; · = not tested or not shown.

Each structure is followed by: Mot1-301 SUMO, Cardiac RTF inh, dFosB activator, PvdQ inh, CDK5 inh, NSD2 HMT inh, cardiac RTF act, LANA DNA inh, Rtt109 HAT inh, Keap1-Nrf2 PPI, PfHsp90 set2
COc1ccc(S(=O)(=O)n2nc(OC(=O)c3cccs3)cc2NC(=O)c2cccs2)cc1
  28, -11, -7, -7, -0.6, ·, 5, -0.2, -2, -2, -29
O=C(NCC(=O)N(c1ccccc1)C(C(=O)NC1CCCC1)c1ccncc1)c1ccco1 (centres undefined)
  16, 4, -3, 7, -0.8, 0, -5, 0.5, -10, 1, -22
CC1CC(C)(C)NC(=S)S1 (centres undefined)
  -4, -8, -1, -9, -1.5, 3, -7, -0.2, -6, 1, 13
CC(=O)c1ccc(OCCCC(=O)OCC(=O)N2CCN(S(=O)(=O)c3ccc(C)cc3C)CC2)cc1
  ·, 3, -11, -15, 1.6, 0, -3, -1.8, 15, -1, ·
CCOC(=O)C1=C(c2ccccc2)c2ccccc2OC1C(=O)OCC (centres undefined)
  ·, -6, -5, -14, 1.7, ·, 2, -1.7, 3, -3, 11
O=C(CCCn1c(=S)[nH]c2ccsc2c1=O)NC1CCCCC1
  -5, -9, 1, -18, -2.7, 2, -2, 1.0, -3, -4, -36
CN1CCN(C(=O)c2ccc(CN(c3ccccc3)S(=O)(=O)c3ccccc3)cc2)CC1
  -12, -14, -1, -13, -1.8, 9, 2, 0.4, -5, -6, -4
Cc1ccccc1C(=O)c1cccn1CC(=O)NCc1ccco1
  -7, 5, 3, -12, -1.5, 6, 3, -2.8, -19, 3, -3
CCOc1cc(N2CCOCC2)c(OCC)cc1NC(=O)CN1C(=O)C2C3C=CC(C3)C2C1=O (centres undefined)
  0, -8, -9, -11, -1.5, 0, -1, 3.1, -9, 2, -37
O=C(O)[C@H]1CC=C[C@H]2CCN(Cc3ccc(Cl)c(Cl)c3)C(=O)[C@@H]12
  ·, -2, -4, 1, 0.0, ·, -5, 1.3, -3, -1, -12
CSc1cccc(NC(=O)CCNS(=O)(=O)c2ccc3[nH]c(=O)oc3c2)c1
  35, -11, 1, -5, -0.2, 1, 2, -1.1, -1, 2, -23
Cc1ccc(S(=O)(=O)N(C)/N=C/c2ccc(N(C)C)cc2)cc1
  -14, -5, -3, -10, 1.0, -2, 4, 2.7, 0, 2, 8
c1ccc2cc(N3CCCCC3)ccc2c1
  ·, -4, -3, -10, 1.1, 6, -5, -1.1, -2, -5, -15
CC(=O)c1sc2nc(-c3ccccc3)cc(C)c2c1N
  10, 0, 5, 7, 1.0, -6, -4, 4.3, -9, -1, 3
O=C(N/N=C/c1cccn1-c1cccc(C(=O)O)c1)Nc1ccccc1
  -2, -7, -11, 0, -1.1, 24, -2, 11, -2, -2, 1
COc1ccc(N2C(=O)CSC23C(=O)N2CCCc4cccc3c42)cc1 (centres undefined)
  -16, -11, -10, -7, -0.3, -2, 0, 0.1, 4, -1, 15
CCOc1cc2[nH]c(=O)n(Cc3ccccc3)c(=O)c2cc1OCC
  69, 3, 2, 6, -1.4, 1, -3, 0.4, -14, -2, ·
CN1CCN(Cc2c(O)ccc3c2oc(=O)c2ccccc23)CC1
  0, -2, 9, -6, -0.4, 21, 3, -1.8, 4, -1, 12
Cc1ccc(S(=O)(=O)N(C)C)cc1NC(=O)CSc1ncn[nH]1
  5, -7, 6, -28, -0.3, -3, -3, -0.8, 3, 2, -23
CC(CO)Nc1nc(SCc2ccccc2)nc2sc3c(c12)CCC3 (centres undefined)
  220, 4, -12, 4, -1.7, 0, -2, -0.4, -2, -3, ·
Cc1ccccc1C(OCC(O)CN1CCC(C(N)=O)CC1)c1ccccc1 (centres undefined)
  4, 1, -4, -18, 0.3, 15, -2, 1.9, 5, 2, -1
CC(C)[C@H](NS(=O)(=O)/C=C/c1ccccc1)C(=O)OCC(=O)NC(N)=O
  -13, -9, 4, -1, -1.0, -18, -2, 0.6, -4, -4, 19
COc1ccc(CCNC(=O)c2cc([N+](=O)[O-])ccc2N2CCOCC2)cc1
  20, -13, -9, -3, -0.7, 1, -5, 1.8, 12, -1, -46
CCCCOc1ccc(OCCNS(=O)(=O)N(C)C)cc1
  47, -6, -2, -7, -0.7, ·, 2, -1.7, -10, 3, ·
CCOC(=O)c1sc(=S)n(C)c1NC(=O)c1ccc(F)cc1
  9, 6, -2, -8, 0.9, 2, 10, -0.8, -10, -5, 8
CC(=O)Nc1ccccc1-c1nc2ccccc2nc1OCC(=O)c1ccc(Br)cc1
  4, -5, 12, -13, -2.1, 0, 6, -2.5, 2, -1, 1
Cc1cccc(C)c1N(CC(=O)Nc1cc(Cl)ccc1Oc1ccccc1)S(C)(=O)=O
  ·, 1, 7, 6, 0.4, -3, -1, 1.2, -2, -6, 6
Cc1ccc(-n2cccc2/C=C2/C(=N)N3C(=NC2=O)SN=C3S(C)(=O)=O)cc1
  52, 2, -76, 5, 0.8, ·, -2, -5.2, 23, -3, 27
CC(=O)Nc1ccc(OCC=C(Cl)Cl)cc1
  -4, 2, -2, -10, 0.1, -2, 4, 0.7, -21, -4, 8
CCC(C)NC(=O)CN1c2cccc3cccc(c23)S1(=O)=O (centres undefined)
  -14, -10, -4, 1, 0.9, -4, -9, 5.1, 9, 1, 12
N#CCCN(C(=O)COC(=O)COc1ccc(Cl)cc1)c1ccccc1
  -3, -3, -7, -10, -0.2, 1, 0, 1.1, 0, 6, 1
CCN(CC)CCNC(=O)Cc1nn(CC)c(=O)c2ccccc12
  153, 0, 2, 0, 0.3, 19, -7, -2.3, -1, 1, -4
CCOC(=O)c1ccc2c(c1)n(CCO)c(C)[n+]2CC
  38, 2, -6, -8, -0.7, -3, 10, 1.7, -4, -3, 14
Cc1cccc(Cl)c1NC(=O)N1CCCN(c2nc3ccc(Cl)cc3s2)CC1
  -13, -8, -13, -9, -1.4, 5, 5, -0.7, -5, 1, -28
O=C(CCCn1c(=O)c2sccc2n(Cc2cc(=O)n3ccccc3n2)c1=O)NCc1ccco1
  297, -7, -4, -7, 0.9, ·, -4, -2.0, -11, -4, 7
CCOC(=O)c1sc2nccc(N(C)C)c2c1N=CN(C)C
  -5, -1, -1, -8, -1.0, 1, 0, -2.2, -7, 3, 9
COc1ccc(CN2C(=O)CCC2(C)C(=O)NC2CCCCC2)c(OC)c1 (centres undefined)
  37, -3, -1, 6, 1.3, -1, -4, 0.4, -6, -1, -1
CCc1cccc2c(C(=O)CN3C(=O)NC4(CCc5ccccc54)C3=O)c[nH]c12 (centres undefined)
  -2, -1, -1, 0, 0.3, 1, 5, 1.2, 6, -5, ·
CCOC(=O)/C(=C/c1c[nH]c2ccccc12)NC(C)=O
  -9, -8, 2, -14, 2.8, -2, 4, -2.5, 2, 0, 4
CC(O)CNc1nc(NCc2ccccc2)c2cnn(C)c2n1 (centres undefined)
  0, -6, -2, -7, 0.7, 4, 0, -1.2, 4, -7, 17
COc1cccc(OC)c1C(=O)Nc1nc2ccc([N+](=O)[O-])cc2s1
  -10, 0, 7, -3, 0.2, 0, -5, -1.9, 0, -6, 16
Fc1ccc(NC(=S)NCc2ccccc2Cl)cc1
  3, 0, 1, 3, 0.9, -4, -2, -2.1, -2, 0, 0
c1ccc(-c2cc(-c3ccc(N4CCOCC4)cc3)nc3ccccc23)cc1
  10, -2, -5, -10, ·, -5, -4, -0.1, -50, -1, 15
COc1cc(/C=C/CN2CCN(CCC(C)C)C(CCO)C2)ccc1O (centres undefined)
  5, 0, -2, 3, -0.8, 2, 2, 0.1, 2, 18*, -12
C#CCn1c(=NC(=O)c2ccc(Br)s2)sc2cccc(OC)c21
  38, -1, -17, -6, -1.8, ·, 5, -0.7, 3, -3, -36
Cc1nn(-c2ccc(C(F)(F)F)cn2)c(C)c1Oc1ccccc1O
  170, -2, -10, -12, 1.7, -1, -7, 1.4, 13, 2, 5
CCCCN(C)C(=O)CC(NS(=O)(=O)c1ccc(NC(C)=O)cc1)C(C)C (centres undefined)
  16, -12, -8, -17, 0.8, -2, 6, 0.5, 3, -2, 9
CCOC(=O)c1c(N)sn(-c2ccccc2)c1=S
  3, 0, 2, -18, -0.8, 5, 0, -0.2, -41, -4, 8
CCCn1c(SCC(N)=O)nnc1-c1ccco1
  132, -4, 1, 5, -0.2, 6, -3, -1.0, 9, -2, 5
CC(=O)c1ccc(-n2c(C)c(C(C)=O)c3cc(O)ccc32)cc1
  -2, 0, 2, -11, -1.4, -3, 5, -0.9, -9, 3, 14

(cont.)
Each structure is followed by: Mot1-301 SUMO, Cardiac RTF inh, dFosB activator, PvdQ inh, CDK5 inh, NSD2 HMT inh, cardiac RTF act, LANA DNA inh, Rtt109 HAT inh, Keap1-Nrf2 PPI, PfHsp90 set2
COc1ccc(S(=O)(=O)NCC2CCC(C(=O)N3CCC4(CC3)OCCO4)CC2)cc1 (centres undefined)
  ·, -2, -9, -11, -1.5, -2, 7, -1.6, -1, -5, 15
COC(=O)c1cc(NC(=O)Nc2cccc(Cl)c2)ccc1Cl
  47, -5, -1, 1, -0.3, ·, 5, 0.6, -2, -1, 8
CCn1c(SCC(=O)NCCc2ccccc2)nnc1-c1cccs1
  67, -47, -7, -4, 0.8, -3, -4, -1.1, -10, 3, -4
CCCCN1C(C)=CC(=C2C(=O)c3ccccc3C2=O)C=C1C
  -18, -3, -3, -1, 1.5, 8, -4, -2.2, -1, 1, 39
O=C(N/N=C/c1ccncc1)C12CC3CC(CC(C3)C1)C2
  -3, 2, -2, 10, -1.1, -3, -5, -0.9, 2, -4, -19
O=C(Cc1ccc(F)cc1)N1CCN(c2ccc([N+](=O)[O-])cc2)CC1
  16, -3, 0, 4, 0.3, -1, 3, 0.7, 2, -3, 9
N#Cc1ccc(OCCOCCNC2CCCC2)cc1
  5, -1, 8, -6, -0.7, 2, -1, 1.3, -3, -2, -6
CCc1ccccc1NC(=O)/C(C#N)=C\c1ccc(Sc2ccccc2)o1
  -16, 4, -9, 15, 1.4, ·, 3, -0.4, ·, 0, -19
CCCC(=O)NC(c1ccc(Cl)cc1Cl)c1ccc2cccnc2c1O (centres undefined)
  8, 1, -1, -9, -0.3, 29, -2, 1.3, 0, -3, 40
CCOC(=O)c1c(-c2ccccc2)nc2ccc(Cl)cn12
  2, 0, -12, -13, -0.3, -2, 6, 2.8, -7, 3, -29
